OX1R antag-1: blocks the human orexin 1 receptor; CHO/OX1R cells, Fluo-8 calcium fluorescence, orexin A; inhibition, % at 5 µM; hit rate 0.43% among 330,000; AID 434989;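 active = inhibition above its plate's threshold, mean inhibition of all tested compounds on the plate plus 3 SD, cut at about 37% in these data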;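 also: 0% = orexin A challenge wells and 100% = SB-334867-A antagonist wells; not every result past the cut was called active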
Target sequence (O43613 whole entry, looked up): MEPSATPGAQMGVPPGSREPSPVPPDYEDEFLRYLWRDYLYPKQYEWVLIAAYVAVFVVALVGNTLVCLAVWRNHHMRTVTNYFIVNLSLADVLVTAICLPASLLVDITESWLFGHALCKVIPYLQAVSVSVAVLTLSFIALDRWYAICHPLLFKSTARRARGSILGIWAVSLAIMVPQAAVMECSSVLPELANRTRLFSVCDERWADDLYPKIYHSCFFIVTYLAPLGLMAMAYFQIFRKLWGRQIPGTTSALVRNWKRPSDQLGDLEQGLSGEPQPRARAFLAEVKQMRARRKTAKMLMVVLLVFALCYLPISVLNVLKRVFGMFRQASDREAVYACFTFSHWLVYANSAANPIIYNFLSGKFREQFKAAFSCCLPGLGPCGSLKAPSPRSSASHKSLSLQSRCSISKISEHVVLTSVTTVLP
OX1R antag-2: antagonists of human orexin 1 receptor (OX1R); OX1R-expressing cells, FRET antagonist read-out; O43613; AID 485270; hit rate 1.8% among 330,000; inhibition, % at 6.6 µM; in the data active = inhibition mostly above about 38%, no sharp cut-off; inactive = mostly below about 40%;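 also: 0% = agonist challenge alone and 100% = reference antagonist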
Starred values were filed as active, the others as inactive. Not a hit list; 2.1% or so of the library scored in one or more.

structure	OX1R antag-1	OX1R antag-2
COc1ccc(S(=O)(=O)NC(C)CCc2ccccc2)cc1 (stereo unspecified)	-22	42
COc1ccc(CCn2nnnc2C(c2ccccc2)N2CCN(C)CC2)cc1OC (stereo unspecified)	-23	14
O=C1c2ccccc2C(=O)N1Cc1ccccc1F	-8	15
CCc1ccc[n+](-c2[nH]c(=O)sc2/C=N/NC([S-])=Nc2ccccc2)c1	4	32
O=C(NCC(=O)N1CCCC(C(F)(F)F)C1)c1ccc2ccccc2c1 (stereo unspecified)	-27	17
CC1=C(C#N)c2nc(N)c(C#N)c(C)c2/C1=C\c1ccc(OCC(=O)O)c(Cl)c1	-6	23
CN(C)CCCN(C(=O)c1ccc(S(=O)(=O)N2CCCc3ccccc32)cc1)c1nc2ccc(F)cc2s1	-7	16
O=C1CC2(CCCC2)CC(=O)N1c1ccccc1	-22	23
O=S(=O)(NNC(=S)NCC1CCCO1)c1cc(Cl)ccc1Cl (stereo unspecified)	-7	-3
OCCNc1nc(Nc2ccc(Cl)c(Cl)c2)nc2ccccc12	-29	17
Cc1csc(NC(=O)CCC(=O)N(CC(=O)NC2CCCC2)Cc2ccco2)n1	-21	8
COc1ccc(CC(=O)N/N=C(\C)c2ccccn2)cc1	5	13
O=C(O)c1ccc(CNS(=O)(=O)c2ccc(Oc3ccccc3Cl)cc2)cc1	-6	8
Cc1cc(/C=C2\SC(=O)N(C)C2=O)c(C)n1-c1cccc(C(=O)O)c1	-4	7
O=C(NC1CCCCCC1)C1CCCN1S(=O)(=O)c1cccc2cccnc12 (stereo unspecified)	-10	38
NS(=O)(=O)c1cccc(NC(=O)COC(=O)CSCc2ccccc2)c1	2	6
CC(C)NC(=O)c1ccc2c(c1)N(CC(=O)N1CCOCC1)C(=O)C(C)(C)O2	-9	10
CCc1c(C)nc(N2CCN(Cc3ccc4c(c3)OCO4)CC2)[nH]c1=O	-2	4
O=C(COc1coc(CN2CCN(c3ccccc3F)CC2)cc1=O)NC1CCCCC1	-15	5
O=C(Nc1ccc2c(c1)OCCO2)c1ccc(Cl)cc1Cl	-10	14
COc1ccccc1-c1nc(SCC(=O)NCC2CCCO2)c2c(=O)n(C)c(=O)n(C)c2n1 (stereo unspecified)	-14	-4
CCOC(=O)C1(CCOC)CCN(Cc2ccc(COC)o2)CC1	3	9
Clc1ccccc1CN1CCN(/N=C/c2ccncc2)CC1	-11	10
Cc1c(Cl)cccc1NC(=S)NC1CCCC1	-8	-3
O=C(CCN1C(=O)/C(=C/c2ccccc2F)SC1=S)NCCc1ccc(O)cc1	5	10
O=C(CCN1CCN(c2ccccn2)CC1)Nc1ccc(F)cc1	-21	10
O=C1OC(OC(=O)c2ccccc2Br)C(N2CCOCC2)=C1Cl (stereo unspecified)	-36	24
CC(C)(C)NC(=O)CSc1nnc(NC(=O)CCn2cnc3ccccc3c2=O)s1	-18	18
COc1ccccc1OCC(=O)NC1CC(C)(C)NC(C)(C)C1	-9	15
CCOc1ccc(NC(=O)CN(C)C(=O)CC2CCCCC2)cc1OCC	-34	11
Cc1cc(C(=O)NCCC(c2ccccc2)c2ccccc2)c(C)o1	-13	22
CCc1ccccc1N=C1SCC(=O)N1C	-12	22
O=C(NCc1cccc(C(F)(F)F)c1)c1cc(Cl)ccc1Cl	-23	10
CC1Cc2ccccc2N1C(=O)COC(=O)c1ccccc1NCCO (stereo unspecified)	-3	37
CC(=O)NNc1nc(-c2ccc(NC(C)=O)cc2)cs1	1	12
CSc1ncccc1C(=O)NCC1CCCCC1	1	41
COc1ccc(C2(C(=O)Nc3ccc(C)c(C)c3)CCOCC2)cc1	-22	21
CC(C)CN(C(=O)c1cc(Cl)nc2ccccc12)c1c(N)n(Cc2ccccc2)c(=O)[nH]c1=O	-15	4
CC(=O)c1cc(C)ccc1OC(=O)CCN1C(=O)C2C3c4ccccc4C(c4ccccc43)C2C1=O (stereo unspecified)	-17	12
COCCCN(C(=O)c1ccco1)c1nc(-c2cc(OC)ccc2OC)cs1	-37	10

2 entries from above in another layout.
OX1R antag-1	OX1R antag-2	structure
1	12	CC(=O)NNc1nc(-c2ccc(NC(C)=O)cc2)cs1
-23	14	COc1ccc(CCn2nnnc2C(c2ccccc2)N2CCN(C)CC2)cc1OC (stereo unspecified)

(listing goes on)
structure	OX1R antag-1	OX1R antag-2
Cc1ccc(N2C(=O)C(CN3CCCC3)C2c2ccccc2)cc1 (stereo unspecified)	-21	6
C#CCOCCOCCOCCNc1nc(N2CCN(C(=O)CCCCCCCCCCNC(=O)Cn3cc(CCCCCN)nn3)CC2)nc(N2CCN(C(=O)CCCCCCCCCCNC(=O)[C@H]([C@@H](C)CC)n3cc(CCCCN=C(N)N)nn3)CC2)n1	-14	-8
Cc1cccc2c(=O)cc(C)n(Cc3ccccc3)c12	-30	14
Cc1cc(C)c(-c2cc(NC(=O)COC(=O)c3ccc(C#N)cc3)n(-c3ccccc3)n2)cc1C	-7	25
CCOC(=O)COc1cccc2c(=O)n(CC(=O)N3CCCc4ccccc43)ccc12	-24	11
Cc1ccc(CNC(=O)CCCCCNC(=O)N2CCn3c2nc2ccccc23)cc1	-35	33
O=C(NN1C(=O)C2C3C=CC(C3)C2C1=O)c1ccccc1 (stereo unspecified)	6	6
O=C(CCC(=O)Nc1ccccc1)N/N=C/c1cccnc1	-5	10
CCS(=O)(=O)N1CCC(c2nc3ccccc3[nH]2)CC1	-9	18
CC1(C)C(C=C(Cl)Cl)C1C(=O)N/N=C/c1ccccc1F (stereo unspecified)	-23	14
CCC(C)[C@H](Nc1nc(-c2ccccc2)nc2c1oc1ccccc12)C(=O)O (stereo partly specified)	-14	9
COc1ccc2c(CSc3nc4nc(C)cc(C)n4n3)cc(=O)oc2c1	-24	19
CCOC(=O)c1ccc(Cl)c(NC(=O)c2ccc(-c3ccccc3)cc2)c1	0	12
CCC1=NN2C(=N)/C(=C/c3cc(C)n(-c4ccccc4)c3C)C(=O)N=C2S1	-10	12
COc1ccc(/C=C/C(=O)OCC(=O)c2ccc3c(c2)NC(=O)CO3)cc1	-16	3
CCc1cccc(CC)c1NC(=O)c1cc(CN2C(=O)c3ccccc3C2=O)ccc1OC	-31	18
CC(=O)Nc1ccc(-c2csc(N/N=C\c3ccncc3)n2)cc1	-23	31
CCOC(=O)c1sc(/N=C/N(C)C)c(C(=O)OCC)c1C	-11	23
Cc1cc(CO)nn1-c1ccc([N+](=O)[O-])cc1	18	47
CN1CCN(C(=O)/C(=C/c2ccccc2)c2ccccc2)CC1	-4	8

An excerpt from above in order of their number in OX1R antag-2, high to low.
SMILES | OX1R antag-2
O=C(NC1CCCCCC1)C1CCCN1S(=O)(=O)c1cccc2cccnc12 (stereo unspecified) | 38
O=C1CC2(CCCC2)CC(=O)N1c1ccccc1 | 23
O=C(NCC(=O)N1CCCC(C(F)(F)F)C1)c1ccc2ccccc2c1 (stereo unspecified) | 17
COc1ccc(/C=C/C(=O)OCC(=O)c2ccc3c(c2)NC(=O)CO3)cc1 | 3

New compounds follow.
structure	OX1R antag-1	OX1R antag-2
COc1cc(NC(=O)COC(=O)[C@@H]2CCCN2S(=O)(=O)c2ccc(Cl)cc2)cc(OC)c1OC	-16	24
CN(CCC#N)C(=O)CSc1ncnc2sc(-c3ccccc3)cc12	-36	23
O=C(OCc1ccc(O)cc1)c1c(-c2ccsc2)oc2ccc(N3CCOCC3)cc12	-14	26
CN(CC(=O)Nc1ccccc1Br)C(=O)c1ccc(-c2ccc(Cl)cc2)o1	-41	37
CC(C(=O)N1CCc2ccccc21)N1CCN(S(=O)(=O)c2cccc(C(F)(F)F)c2)CC1 (stereo unspecified)	-4	8
COc1ccc(C(=O)C(O)C(c2ccc(C)cc2)N2CCOCC2)cc1OC (stereo unspecified)	-20	1
CCOC(=O)C(CSCC(=O)c1ccc(Cl)cc1Cl)NC(=O)OC(C)(C)C (stereo unspecified)	-3	9
CCC(=O)Nc1ccc2c(c1)ncn2-c1ccccc1OC	0	23
Cc1cc(N2CCCCCC2)nc(-c2ccccc2O)n1	-30	27
O=C(CCCn1c(=O)c2sccc2n(CC(=O)NCC2CCCO2)c1=O)NCc1ccco1 (stereo unspecified)	-13	9
COc1cc(C(=S)N2CCCCC2)ccc1OCC(=O)Nc1ccc(F)cc1	-19	20
Cn1cnnc1SCC(=O)Nc1ccc(S(N)(=O)=O)cc1	-3	7
COc1cccc(C(=O)OCC(=O)NCCC2=CCCCC2)c1	-16	2
CCCCC1=CC2=CC(=O)C(C)(OC(=O)CC)C(=O)C2=CN1CCc1ccc(Br)cc1 (stereo unspecified)	-10	28
O=[N+]([O-])c1ccc(Oc2cnc3ccccc3n2)cc1	-25	19
O=C(Nc1ccc(Br)cc1)c1cccc(OC(=S)N2CCOCC2)c1	-26	24
O=C(O)CCN1C(=O)/C(=C\c2cccc(Oc3ccccc3)c2)SC1=S	-11	8
CC(=O)NC1(c2ccccc2)CCN(C(=O)N2CCOCC2)CC1	-13	22
COc1cccc(/C=C/C(=O)NNC(=O)c2ccncc2)c1	4	15
Cc1cc(C(=O)N/N=C/c2ccc3c(c2)OCO3)c(C)o1	3	12
CNC[C@@H](CC1CCCCC1)NC[C@H](CC(C)C)NCCc1cccc(C(F)(F)F)c1	5	15
O=C(c1cccc2ccccc12)N1CCN(c2ccc([N+](=O)[O-])c(NCc3ccco3)c2)CC1	-17	14
CCN(CC(=O)Nc1c(F)cccc1F)C(=O)c1ccc(OCc2c(C)noc2C)cc1	-16	0
COC(=O)c1scc(C)c1NC(=O)c1ccc(Cl)cc1	-10	-6
O=C(CN1C(=O)CCOc2ccccc21)Nc1cccc(S(=O)(=O)N2CCOCC2)c1	-22	7
CCn1c(C)c(C)c2cc(C(=O)NCCCN3CCOCC3)ccc21	-8	18
CCCCCC(=O)Nc1cccc(C2=NOC3(C2)C[C@@H](C(N)=O)N(C(=O)c2ccc(Cl)cc2)C3)c1 (stereo partly specified)	-20	11
O=C(NCCCn1ccnc1)c1ccc(Cl)c(S(=O)(=O)N2CCOCC2)c1	8	9
CCCCN(CCCC)S(=O)(=O)c1ccc(C(=O)Nc2nnc(COC)o2)cc1	-20	11
O=C(O)CCCCCCCCCC(=O)c1cccs1	-11	29
CCOc1ccccc1N(CC(=O)N1CCOCC1)S(=O)(=O)c1ccccc1	-5	10
CCNc1nc(N2CCCCC2)nc(-n2nnc(C(=O)OCC)c2C)n1	-38	16
COc1cc(OC)c(-c2sc(Nc3ccccc3)n[n+]2-c2ccc(F)cc2)cc1OC	-17	33
Cn1ncc2c1ncn1nc(CCc3ccccc3)nc21	-13	2
COc1cc(CCC(=O)Nc2cc(Cl)ccc2N2CCN(C)CC2)cc(OC)c1OC	-14	2
COC(=O)c1ccsc1NC(=O)CN1CCN(c2ncccn2)CC1	-23	15
Cc1ccc(S(=O)(=O)N(CC#N)CC#N)cc1	-5	13
CCOC(=O)c1c(C)nc2c(C#N)cnn2c1C	-21	11
Cc1oc(C)c2c(=O)ccc3c(c12)OC(N)=C(C#N)C3c1ccccc1 (stereo unspecified)	-8	48
Cc1csc(NC(=O)C2CCCN(S(=O)(=O)c3ccc(Br)s3)C2)n1 (stereo unspecified)	8	50
CCN(C[C@H]1N[C@@](Cc2ccccc2)(C(=O)OC)[C@H]2C(=O)N(Cc3ccccc3)C(=O)[C@@H]12)C(=O)COC	-13	12
CCN(CC)CCOC(=O)c1ccc(N/C=C(/C#N)c2nc(-c3cccc(OC)c3)cs2)cc1	-27	18
c1ccc(CNc2ncnc3sccc23)cc1	25	10
COc1ccccc1NS(=O)(=O)c1ccc(OC)c(OC)c1	-13	28
CCOc1ccccc1NC(=O)NCCCCc1ccccc1	-8	31
COc1ccc(C(=O)N/N=C(\C)CC(=O)Nc2ccc3c(c2)OCCO3)c(OC)c1	-10	10
CCOc1ccccc1N(C(=O)c1snc(C(N)=O)c1N)C(C(=O)NC1CCCC1)c1ccco1 (stereo unspecified)	-26	12
CCOC(=O)c1ccc(NC(=O)Cn2cnc3cc(C)c(C)cc32)cc1	23	41
O=C(Nc1nonc1NC(=O)C1CCCCC1)C1CCCCC1	-24	39
Cc1cc(C)n(-c2ccc(C(=O)N3CCC(CO)(Cc4ccccc4)CC3)cc2)n1	-24	9
CN(CCC#N)C(=S)Nc1ccc(S(=O)(=O)N2CCOCC2)cc1	1	17
c1ccc2nc(-c3nc4ccccc4[nH]3)ccc2c1	-10	40
CCCNC(=O)NC(=O)COC(=O)c1ccc(OC)c(S(=O)(=O)N2CCCc3ccccc32)c1	-29	8
Cc1ccc(S(=O)(=O)c2cc3ccccc3oc2=Nc2ccc3c(c2)OCO3)cc1	-15	10

Profiles from above:
COc1ccccc1NS(=O)(=O)c1ccc(OC)c(OC)c1 in the list: OX1R antag-1: -13; OX1R antag-2: 28
COc1ccc(C(=O)N/N=C(\C)CC(=O)Nc2ccc3c(c2)OCCO3)c(OC)c1 in the list: OX1R antag-1: -10; OX1R antag-2: 10
